IkB signaling = inhibitors of IkB signaling in ABC-DLBCL cells; ABC-DLBCL IkBa-CBG/CBR dual luciferase ratio, 4 h; response scale: scaled: untreated 0%, proteasome inhibitor 100%; Potency, µM (titrated, usually from 57.1 µM), for inactives: top-dose IkBa stabilization activation; actives 0.04% (n = 110,000); AID 445; active = well fitted curve in the direction sought with a large enough effect in the signal ratio, not every such curve was filed as active; inconclusive = small, poorly fitted or top-dose-only effect, or a change in a side signal; the % refers to the signal ratio;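 note: the direction sought is a rising ratio; 0% = basal untreated cells and 100% = reference inhibitor full response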
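Luminescence ratio of IκBα-fused green versus native red beetle luciferase in OCI-Ly3 cells, 4 h post-doxycycline with compound; red signal alone, scaled from basal (0%) to zero light (-100%), flagged nonspecific or cytotoxic effects.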
Peg3 imprint = inducers of genomic imprint erasure in mouse ES cells. mouse ES Peg3-LacZ reporter, beta-gal luminescence, 40 h. Potency, µM (top dose mostly 60.7 µM), inactives show at the highest dose activity change, positive = activation, usual class: activators. actives 0.02% (n = 110,000);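 note: 0% = negative control wells on the plate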
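Readout: BetaGlo luminescence (5 min, room temp) for LacZ from the normally silent maternal Peg3 allele in female Peg3LacZ-Neo ES cells. Cells 300/well, 40 h, 37C, 5% CO2. Data normalized per plate to negative controls.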
p53ts 32C tox = p53ts cell cytotoxicity, permissive temperature; H1299-p53A138V at 32C, ATP luminescence viability, 24 h; Potency, µM (top dose mostly 46.1 µM), for inactives: at the highest dose activity change, negative = cytotoxicity, hits mostly cytotoxic; actives 0.93% (n = 130,000); AID 924;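 note: 0% = DMSO and -100% = full killing by reference compound; nearly all actives have a fitted effect of over 55% in size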
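H1299-p53 A138V cells (temperature-sensitive p53) exposed 24 h to up to 46 uM compound at 32C, where p53 is wild-type in conformation. Viability read as ATP luminescence and normalised to DMSO and 100 uM tamoxifen. AC50 fitted with the Hill equation.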
p53ts 39C tox = cytotoxicity in p53ts cells at nonpermissive temperature; AID 902; actives 1.5% (n = 130,000); H1299-p53A138V viability at 39C, ATP luminescence, 24 h; Potency, µM (doses to about 46.1 µM), without a hit: at the highest dose activity change, negative = cell killing, actives largely listed as cytotoxic; note: nearly all actives have a fitted effect of over 55% in size
* marks the source's active call; other numbers are inactive results; ? = inconclusive; / = not tested or not shown; [ ] = remark or other dose. Unless noted, calls come from the whole dose curve; as a rule, active = well fitted curve in the direction sought with a large enough effect; inconclusive = small, poorly fitted or top-dose-only effect, or another doubt; inactive = no such curve, though single readings can be large; an effect the other way counts as inactive or inconclusive. Unless noted, % is set by controls: 0 for no effect and ±100 for the full control effect; potency is the fitted concentration of half-maximal effect.

SMILES	IkB signaling	Peg3 imprint	p53ts 32C tox	p53ts 39C tox
CC12CC(NC(=O)N1c1cccc(C(=O)N3CCN(c4ccccc4)CC3)c1)c1ccccc1O2 (stereo not drawn)	2.4%	-10.1%	24.7%	-1.7%
CCOCCCNC(=O)NC12CC3CC(CC(C3)C1)C2	0.3%	-10.7%	2.3%	-4.3%
CCSC1=C(C#N)C2(CCCCC2)C(C#N)=C(N)N1	4.1%	-5.1%	?	?
Cc1ccc(-c2nc3cccnc3s2)cc1NC(=O)C(C)C	0.3%	-11.8%[10.9 µM]	-4.4%	-14.9%
CC(C)c1ccc(NC(=O)CN2C(=O)COc3ccc(S(=O)(=O)N4CCOCC4)cc32)cc1	-1.2%	-15.9%[10.9 µM]	1.9%	2.4%
CCOc1ccc(CCNC(=O)c2c(C)oc3ncn(CC(C)C)c(=O)c23)cc1OCC	-4.5%	10.6%[10.9 µM]	4.8%	-8.2%
COc1cccc(CNC(=O)c2ccc3c(c2)c(C)c(C)n3Cc2ccccc2)c1	0.4%	-5.9%[10.9 µM]	-8.8%	-1.5%
CCN(CC)CCNC(=O)C1CCN(c2cc(C)nc3c(-c4ccc(Cl)cc4)c(C)nn23)CC1	0.8%	-10.5%[10.9 µM]	-11.5%	?
O=C(c1csnn1)N1CCC2(CCCN(c3ccccc3)C2)CC1	-1.3%[11.4 µM]	/	-1.5%	-4.1%
COc1cc(C(=O)N2CCN(C(=O)C(Cc3cc(C)ccc3C)NC(C)=O)CC2)cc(OC)c1OC (stereo not drawn)	-0.6%	-4.8%	0.8%	-3.1%
CN1CCN(C(=O)CCC(=O)c2ccc(F)cc2)CC1	0.1%	11.0%	-0.1%	0.2%
Cc1ccc(-c2nc3cc(NC(=O)Cc4ccc(Cl)cc4)ccc3o2)cc1	-1.2%	-9.9%[10.9 µM]	-0.2%	?
CCc1ccc(-n2c(SCc3cccc(F)c3)nc3[nH]ncc3c2=O)cc1	-1.6%	-8.4%[10.9 µM]	31.0%[activator]	?
Cc1ccc(-c2nc3scc(CCNS(=O)(=O)c4ccc(F)c(C)c4)n3n2)cc1	2.3%	-11.5%[10.9 µM]	-4.8%	-14.0%
CC(C)C[C@H](NC(=O)NCCc1ccc(Cl)cc1)C(=O)O	1.4%	-4.4%	7.6%	0.3%
CCOC(=O)C1=C(c2ccccc2)Nc2nc(C)nn2C1c1cccc(OC)c1OC (stereo not drawn)	-0.2%	-1.7%	4.8%	9.8%
CCCC(c1nnnn1C(C)(C)CC)N1CCN(C2CCCC2)CC1 (stereo not drawn)	1.0%	-11.8%	1.9%	-9.8%
Cc1cccc(CNc2ncnc3ccc(-c4ccc(C(=O)N(C)C)cc4)cc23)c1	4.5%[11.4 µM]	-25.2%	6.1%	-15.6%
O=C(CNC(=O)c1ccccc1Cl)N/N=C/c1ccc([N+](=O)[O-])s1	/	/	?	-23.3%
O=C(O)c1ccc(-n2nc(C(F)(F)F)c3c2-c2ccoc2CC3)cc1	4.4%	-12.9%	-11.5%	-6.5%
CC(=O)OCC1OC(C#CC2=CCCCC2)C=CC1OC(C)=O (stereo not drawn)	/	/	3.6%[9.22 µM]	-3.6%[9.22 µM]
Cc1cc2c(s1)c1cnn(Cc3ccccc3F)c(=O)c1n2C	-0.1%	-2.4%	0.4%	1.8%
c1ccc(-n2cnnc2SCc2cn3ccccc3n2)cc1	0.3%	-2.9%	6.7%	7.2%
COc1ccc(Cl)cc1C(=O)NCC(c1ccc(N(C)C)cc1)N1CCOCC1 (stereo not drawn)	0.8%	-3.4%[10.9 µM]	-2.6%	-5.6%
O=C(CSc1nnc(Cc2cc(=O)[nH]c(=O)[nH]2)n1-c1ccc(F)cc1)NC1CCCC1	1.0%	-13.4%	-1.2%	-17.8%
O=S(=O)(Cc1ccc(Cl)cc1)NCC1CCCO1 (stereo not drawn)	-3.6%	-12.2%	7.9%	14.1%
Cc1ccc(CCNC(=O)CN2C(=O)COc3ccc(S(=O)(=O)N4CCCCC4)cc32)cc1	?	-18.9%[10.9 µM]	1.4%	18.4%
CCCOc1ccc(/C=C/C(=O)Nc2sc(C)c(C)c2C(=O)OCC)cc1OC	?	-14.9%[10.9 µM]	11.8%	29.0%
COc1ccc(OCC(=O)Nc2nc(-c3ccc(Br)cc3)ns2)cc1	0.0%	-7.5%[10.9 µM]	-1.9%	-7.5%
COc1ccc(/C=N/n2c(C)nnc2C)c(OC)c1OC	/	/	1.5%	-4.1%
CCN1CCN(C(=O)CN(c2cc(OC)ccc2OC)S(C)(=O)=O)CC1	-4.5%	-7.8%	6.9%	2.3%
CCOc1ccc(-c2nonc2NC(=O)c2ccc(C)cc2)cc1OCC	-0.5%	-10.5%[10.9 µM]	2.5%	2.5%
CC(=O)c1ccc(NC(=O)c2nc(-c3ccccc3)n(-c3ccccc3)n2)cc1	2.1%	17.4%[10.9 µM]	2.9%	-13.0%
Cc1cc(C)cc(NC(=O)CCS(=O)(=O)c2cccc3nsnc23)c1	?	1.7%[10.9 µM]	1.8%	3.1%
Cn1c(=O)c2c(ncn2Cc2ccc(Cl)c(Cl)c2)n(C)c1=O	0.4%	-13.8%	-8.5%	-16.0%
CCCn1c(SCC(=O)c2cc(OC)ccc2OC)nc2c1c(=O)n(C)c(=O)n2C	-0.6%	14.6%	2.0%	6.0%
N#Cc1c(NC(=O)Cn2c(=O)oc3ccccc32)oc(-c2ccccc2)c1-c1ccccc1	?	0.4%	32.0%[activator]	52.7%[activator]
Cn1c(Cc2ccc3c(c2)OCO3)nnc1SCC(=O)N1CCc2ccccc2C1	2.1%	-5.6%	-3.9%	7.3%
CCOC(=O)c1nc(NCc2ccc(Cl)cc2)c2c(C)noc2n1	0.1%	-11.1%[10.9 µM]	9.4%	-7.9%
O=C(NCc1ccc(F)cc1)c1ccc(CS(=O)(=O)Cc2ccccc2F)o1	?	-7.5%	-0.8%	-4.5%

Full records, looked up by structure. Screens in order: IkB signaling | Peg3 imprint | p53ts 32C tox | p53ts 39C tox
CCCn1c(SCC(=O)c2cc(OC)ccc2OC)nc2c1c(=O)n(C)c(=O)n2C across the screens: -0.6% | 14.6% | 2.0% | 6.0%
CCN1CCN(C(=O)CN(c2cc(OC)ccc2OC)S(C)(=O)=O)CC1 across the screens: -4.5% | -7.8% | 6.9% | 2.3%

Next section
SMILES	IkB signaling	Peg3 imprint	p53ts 32C tox	p53ts 39C tox
O=C(NC(Cc1ccccc1)C(=O)OCC(=O)N1CCc2ccccc21)c1ccco1 (stereo not drawn)	?	-6.7%	-5.0%	6.5%
Cc1ccc(OCc2nc(-c3ccc(C(=O)N4CCN(c5cc(Cl)ccc5C)CC4)cc3)oc2C)cc1	-0.8%	-9.9%[10.9 µM]	9.6%	-8.5%
O=C(NCCSCc1ccco1)c1ccc(CN2CCOCC2)cc1	3.0%	-19.3%	-16.0%	-7.0%
CCOC(=O)CCN1C(=O)[C@H]2[C@H]3[C@H](O)[C@H](O)C/C(=N/NC(=O)OCC)[C@@H]3CC[C@@H]2C1=O	/	/	6.1%[9.22 µM]	3.7%[9.22 µM]
COc1ccc(-c2nnn(CC(=O)c3ccc4c(c3)OCCO4)n2)cc1OC	?	-17.3%	-2.3%	0.2%
Cc1c(Cl)cccc1NC(=O)CSc1nnc(CCNC(=O)OC(C)(C)C)o1	-0.2%	-6.2%	2.7%	12.3%
CCCC(=O)Nc1ccc2oc(-c3ccc(O)c(Br)c3)nc2c1	-4.0%	-27.4%[10.9 µM]	-18.8%	-19.1%
CCCn1c(SCc2nc(-c3ccccc3OCC)no2)nnc1-c1ccc(Cl)cc1	0.8%	-4.9%[10.9 µM]	22.0%	-2.9%
NS(=O)(=O)c1ccc(NC(=O)c2csnn2)cc1	0.0%	-14.7%[10.9 µM]	-3.0%	13.9%
COc1ccc(OC)c(C2C(C(N)=O)=C(C)Nc3nc(CCCO)nn32)c1 (stereo not drawn)	0.1%	1.0%	1.0%	-1.4%
COc1ncc2nc(C)c(=O)n(C[C@H]3CCCO3)c2n1	-1.7%[11.4 µM]	/	-5.6%	3.1%
O=C(CN1CCC(n2nnc3cc(F)ccc32)CC1)N1CCc2ccccc2C1	-1.3%	-6.3%	-4.3%	-11.0%
Cc1ccc(NC(=O)Cn2nnc(C(=O)NCc3cccs3)c2N)cc1Cl	-1.4%	-7.6%[10.9 µM]	3.2%	-1.3%
COc1ccccc1NC(=O)CSc1nnc(Cn2cnc3ccccc32)n1C	3.2%	/	-9.0%	-0.5%
O=S(=O)(NC(=NC1CCCC1)C(F)(F)F)c1ccccc1	1.1%	4.1%	6.6%	-1.7%
O=C(CSc1ncc2c(n1)-c1cc(Cl)ccc1N(Cc1ccccc1)S2(=O)=O)NCc1ccccc1	?	-0.7%[10.9 µM]	0.7%	3.6%
O=C1OCc2cccc3cccc1c23	-0.1%	-6.6%	-3.9%	-16.3%
CCOc1cc(C)c(S(=O)(=O)N2CCCC2)cc1C	-1.7%	-15.3%	9.6%	1.3%
COc1ccc(CCNC(=O)CN(c2ccccc2)S(=O)(=O)N(C)C)cc1	3.8%	-11.2%[10.9 µM]	-6.3%	-8.5%
CCOc1ccc(-n2nc3ccc(NC(=O)Cc4ccccc4)cc3n2)cc1	-2.6%	-9.8%[10.9 µM]	-5.4%	0.3%

The closing two entries of the section before come first, to join the parts.
SMILES	IkB signaling	Peg3 imprint	p53ts 32C tox	p53ts 39C tox
COc1ccc(CCNC(=O)CN(c2ccccc2)S(=O)(=O)N(C)C)cc1	3.8%	-11.2%[10.9 µM]	-6.3%	-8.5%
CCOc1ccc(-n2nc3ccc(NC(=O)Cc4ccccc4)cc3n2)cc1	-2.6%	-9.8%[10.9 µM]	-5.4%	0.3%
COCCN1Cc2cccc(C(=O)Nc3c(C)cccc3C)c2C1=O	-2.1%	-10.5%	-2.3%	-6.1%
COc1ccc(OC)c(-n2nnc(-c3nc(-c4cc(OC)c(OC)c(OC)c4)no3)c2C)c1	-3.2%	-3.9%[10.9 µM]	-6.1%	-7.0%
Cc1cc(C(=O)Nc2c(F)cc(F)cc2Br)no1	3.4%	?	-7.3%	-4.0%
CCSc1ncc(Cl)c(C(=O)N(Cc2ccccc2)Cc2ccco2)n1	?	-17.3%[10.9 µM]	3.4%	-3.2%
Cc1cc(C)cc(NC(=O)Cn2c(=O)n(CC(=O)NCCc3ccccc3)c(=O)c3ccccc32)c1	?	-9.4%[10.9 µM]	?	20µM*
S=c1nc(-c2ccccc2)n(CCCn2ccnc2)c2c1CCCC2	-0.5%	-3.1%	-1.6%	7.8%
O=S(=O)(NCc1ccco1)N1CCOCC1	1.1%	4.9%	0.6%	7.6%
O=C(O)c1ccc2noc(-c3ccccc3)c2c1	?	-33.9%[inhibitor]	49.4%[activator]	39.5%[activator]
COc1ccc(C2CC(=O)c3c([nH]c(C(=O)OCCOc4ccccc4)c3C)C2)cc1OC (stereo not drawn)	6.0%	9.6%[10.9 µM]	-8.9%	?
N#Cc1cc2c(nc1SCC(=O)N1CCCCC1)CCCCC2	7.9%	-25.1%	5.5%	6.6%
CC(C)C(c1nnnn1C1CCCC1)N1CCc2ccccc21 (stereo not drawn)	-0.1%	-13.8%	4.9%	-6.1%
CCOc1ccc(CCNC(=O)c2ccc(Nc3nc4ccccc4n4nnnc34)cc2)cc1OCC	?	-13.2%[10.9 µM]	1.6%	-18.2%
CCN(CC)C(=O)C1CCCN(c2ncnc3c2c(-c2ccccc2)cn3-c2cccc(C)c2)C1 (stereo not drawn)	?	-12.3%[10.9 µM]	29.6%	?
O=C(Nc1ccc2oc(-c3cccc(F)c3)nc2c1)c1ccc2ccccc2c1	3.5%	-12.2%[10.9 µM]	-4.1%	3.1%
CCOC(=O)N1CCC(Nc2c(-c3ccc(C)c(C)c3)c(=O)c2=O)CC1	-1.1%	-1.9%	-5.3%	-9.3%
N#Cc1nc(-c2ccco2)oc1NCc1ccc(F)cc1	-0.8%	-11.8%	1.7%	8.4%
Clc1ccc(-c2csc(=Nc3ccccc3)n2Cc2ccc3c(c2)OCO3)cc1	-0.5%	-8.8%[10.9 µM]	-19.8%	-0.7%
CCCN1CCN(CCCNC(=O)Cn2cc3c(n2)CCCC3)CC1	-0.3%	-3.6%	-6.9%	1.0%
CCn1c(=O)c2ccccc2n2c(SCC(=O)NCc3cccs3)nnc12	-1.0%	-4.9%	-0.4%	-2.0%
Cc1cccc(Cn2c(=O)n(CCCC(=O)NCc3ccccc3Cl)c(=O)c3ccccc32)c1	?	-10.1%[10.9 µM]	-24.2%	?

From PubChem
